Assay outcomes deposited in PubChem by several laboratories.
KKLEB cytotox = counter-screen for CF NF-kB inhibitors: cytotoxicity; KKLEB CF airway cells viability, ATPlite luminescence, overnight; active compounds read low; cells stimulated with P. aeruginosa culture filtrate; activity change (cytotoxicity), % at 5 µM; actives 0.36% (n = 360,000); AID 602141;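 active means corrected activity change at or below -50% at 5 µM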
Peg3 promoter = reduces Peg3 promoter-driven luciferase expression in HeLa | actives 1.7% (n = 360,000) | inhibition, % at 20 µM | HeLa PEG-Prom luciferase reporter, luminescence, overnight;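 active means inhibition of at least 50% at 20 µM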
NR2E3 ag-1 = human photoreceptor-specific nuclear receptor agonism. actives 0.35% (n = 360,000). Q9Y5X4. inhibition of corepressor binding, % at 3.98 µM. CHO-S Gal4-NCOR/VP16-NR2E3 two-hybrid, luciferase. AID 602229;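 active means inhibition above the mean of all tested compounds plus 3 SD, cut at about 70% in these data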;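 further: 0% = DMSO with NR2E3 transfected cells and 100% = cells lacking NR2E3 construct; higher means lower luciferase signal from less NR2E3 corepressor binding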
Target sequence (Q9Y5X4 whole entry, looked up, the tested form may be a part): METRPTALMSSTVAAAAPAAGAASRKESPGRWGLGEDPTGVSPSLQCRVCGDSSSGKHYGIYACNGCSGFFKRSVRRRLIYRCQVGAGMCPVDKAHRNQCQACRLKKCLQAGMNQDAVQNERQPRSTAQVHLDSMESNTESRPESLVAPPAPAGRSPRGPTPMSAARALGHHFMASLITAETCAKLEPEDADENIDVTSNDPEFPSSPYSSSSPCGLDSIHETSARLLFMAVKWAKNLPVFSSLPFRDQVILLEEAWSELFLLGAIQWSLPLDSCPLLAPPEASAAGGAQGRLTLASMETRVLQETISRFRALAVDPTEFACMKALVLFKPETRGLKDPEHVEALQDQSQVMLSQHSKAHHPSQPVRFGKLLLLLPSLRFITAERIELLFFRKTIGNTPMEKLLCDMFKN
CF NFkB inh = inhibitors of cystic fibrosis induced NF-kB; KKLEB NF-kB-GFP reporter, PAF-induced, GFP fluorescence overnight; inhibition, % at 5 µM; actives 0.86% (n = 360,000); AID 588850;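 active means at least 50% inhibition at 5 µM, scaled per plate between neutral and stimulator controls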;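 further: PAF is a Pseudomonas aeruginosa culture filtrate used as stimulus; plate controls were PAF-stimulated DMSO wells for no effect and unstimulated DMSO wells for full effect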
hiPSC survival = enhancers of human iPSC single-cell survival; actives 0.044% (n = 360,000); survival enhancement, % at 20 µM; AID 602274; hiPSC single-cell survival, ATPlite luminescence; 100% = ROCK inhibitor wells, 0% = DMSO; in the data active means survival enhancement above about 18%;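 further: cells exposed to compounds for 16 hours before the ATP read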
TRPM1 prom inh = reduces MITF-dependent TRPM1 promoter luciferase signal | AID 488899 | actives 0.83% (n = 330,000) | SK-MEL-5 TRPM1 promoter luciferase, 24 h | inhibition, % at 12.5 µM;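 active means mean inhibition across replicates of 60% or more, whatever share of single replicates reaches that level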; further: values of inactives mirror those of a sister screen read the other way
Shn3 3UTR inh = reduces Shn3 3'UTR luciferase signal in osteoblasts; actives 0.52% (n = 360,000); inhibition, % at 12.5 µM; AID 588674; Clone20 osteoblast Shn3 3'UTR firefly luciferase, 24 h;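 active means mean inhibition of at least 75% with every replicate also reaching 75%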;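 further: 0% = median of neutral control wells and 100% = pilot-screen positive control compound; some compounds past the cut are filed as inactive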
LMP1 NFkB inh = reduces LMP1-driven NF-kappaB luciferase signal. LMP1-induced NF-kappaB luciferase reporter cells, luminescence. inhibition, % at 12.5 µM. actives 0.69% (n = 350,000). AID 504558; in the data active means inhibition above about 41%;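 further: 0% = neutral control wells and 100% = reference inhibitor control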
NR2E3 ag-2 = activates human photoreceptor nuclear receptor NR2E3; Q9Y5X4; actives 0.12% (n = 320,000); GST-NR2E3/biotin-RetCOR TR-FRET, 1536-well; AID 2300; inhibition of corepressor binding, % at 4.78 µM;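 active means percent inhibition above the cutoff of mean plus 3 SD of all tested compounds, set per screening campaign, cut at about 20% in these data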;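 further: 0% = DMSO wells and 100% = biotin wells as full block of FRET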
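System: GST-NR2E3 and biotin-RetCOR proteins; probe or stimulus: 7 nM biotin-RetCOR; doses: compound at 4.8 µM, single dose; schedule: Compound–protein incubation for 5 h at 4 °C; detection: time-resolved FRET; read-out: percent inhibition; controls: biotin wells as high control, 0.6% DMSO wells as low control; format: 1536-well plates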
HIF-2a block = blocks HIF-2a reporter activity | 786-0 RCC cells HIF-2a reporter, luciferase luminescence, overnight | inhibition, % at 18.8 µM | actives 0.72% (n = 360,000);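 active means inhibition of the luminescence signal of 40% or more relative to plate controls, in a single-dose primary screen at 18.75 µM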
TRAIL sens C8 = caspase-8 TRAIL sensitization; inhibition (viability loss, TRAIL sensitization), % at 10 µM; NB7+C8 cells + TRAIL, ATPlite viability luminescence; actives 1% (n = 360,000);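 active means compounds causing at least 50% loss of cell viability in the single-dose screen, relative to plate controls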
An asterisk follows results filed as active; . = not tested or not shown.

SMILES	KKLEB cytotox	Peg3 promoter	NR2E3 ag-1	CF NFkB inh	hiPSC survival	TRPM1 prom inh	Shn3 3UTR inh	LMP1 NFkB inh	NR2E3 ag-2	HIF-2a block	TRAIL sens C8
Nc1ccc(C23CC4CC(CC(O)(C4)C2)C3)cc1	9	9	-5	7	-3.1	-6	31	24	0	4	2
COc1cc(/C=C2\SC(=S)N(NC(=O)c3ccc(O)c(OC)c3)C2=O)ccc1O	-5	-101	-16	0	-0.3	-19	-3	4	-1	-92	17
CCCc1nc2oc3c(Cl)ncnc3c2c2c1CCCC2	-8	99*	-5	6	8.3	28	7	-4	2	20	14
COc1ccc(CNC(=O)C2CC(C)=C(C)CC2C(=O)O)cc1 (configuration not stated)	10	2	12	-4	3.0	3	9	5	3	22	4
CC1CCN(C(=O)c2cc(F)c(F)cc2Cl)CC1	0	9	-7	5	-1.7	4	-3	1	-1	10	-17
O=C(CCn1nc(-c2ccccc2)ccc1=O)N1CCOCC1	5	-21	-21	8	1.0	-2	-44	-9	0	-32	6
CC(C)C(O)C1CCN(Cc2nc(-c3cccs3)no2)CC1 (configuration not stated)	8	-194	-27	-2	-0.3	-47	-26	-26	4	-172	-16
O=C(OCc1cn([C@H]2C[C@H](c3ccc(Cl)cc3)N(CC3CCCCC3)C[C@@H]2O)nn1)c1ccccc1	2	16	-5	-10	-0.7	.	-17	6	.	8	8
CCNc1cc(O)ccc1C	-2	-17	0	-9	-0.8	12	2	3	-3	7	-18
O=C(c1ccc(Cl)cc1Cl)N1CCC(c2nc3c(nnn3Cc3ccco3)c(=O)[nH]2)CC1	-8	25	-14	7	-0.9	-10	5	-7	0	12	7
C=C(C)[C@@H](O)COc1c2ccoc2cc2oc(=O)ccc12	9	2	-7	-49	-1.9	4	20	4	2	6	-7
O=C(c1n[nH]c2ccccc12)N1CCOCC1	-6	-4	-2	-5	-2.3	-9	9	-49	0	1	-4
COc1ccc(NC(=O)Cc2coc3ccc4ccccc4c23)cc1S(=O)(=O)N1CCOCC1	-5	0	-34	13	-2.5	2	-17	-1	0	-35	-16
Cc1cc(N2CCCCCC2)nc(-c2ccccc2O)n1	10	-29	-56	-12	-0.5	0	11	-8	2	-5	3
COc1cccc(CC(=O)OCC(=O)NC2(C#N)CCCCC2)c1	-4	-7	-30	-8	0.1	-3	-5	5	4	8	3
CCOC(=O)c1c(C)[nH]c(C(=O)COC(=O)c2ccc([N+](=O)[O-])o2)c1C	5	10	11	43	-1.4	21	-15	-7	.	-5	0
CCn1c(CC(=O)Nc2ccccc2)nnc1SCC(=O)Nc1ccccc1C(=O)OC	-7	7	-2	-6	5.3	-3	-30	-5	0	15	-9
CCN(C(=S)NCc1ccccc1)c1cccc2ccccc12	3	15	-14	6	-0.3	4	26	6	3	19	0
CCOC(=O)N1CCN(C(=O)CCCn2c(=O)[nH]c3ccccc3c2=O)CC1	10	12	-47	1	-1.2	10	2	1	-2	9	-8
CC1CN(C(=O)CCC(=O)NCc2ccccc2)c2ccccc2O1 (configuration not stated)	14	-4	-1	-32	2.2	-1	-1	-3	9	16	5
Cc1ccc(SCCNCc2ccco2)cc1	-7	-4	2	14	0.0	-1	-2	-5	1	-26	0
Cc1cc2cc(CN(Cc3ccco3)C(=S)NCC3CCCO3)c(=O)[nH]c2cc1C (configuration not stated)	20	18	4	-20	3.7	5	27	3	3	22	-6
CCOC(=O)C1(CCOC)CCN(Cc2ccc(COC)o2)CC1	13	-16	27	2	0.4	-5	15	7	1	17	-2
COc1cccc(SCc2noc(C(=O)NC(C)C)c2C(=O)O)c1	-4	5	1	-2	0.7	-4	-12	-11	-1	14	-9
Cc1ccc(NC(=S)NCCN2CCOCC2)cc1F	-2	-15	-8	-3	0.2	-6	-25	6	4	-20	4
O=C(Nc1ccccc1)c1ccc(N2CCN(c3ccccc3)CC2)c(S(=O)(=O)N2CCOCC2)c1	-1	27	-8	6	-1.8	14	22	1	1	14	2
OC(COC1CCCCC1)CN1CCCCC1 (configuration not stated)	7	-5	24	0	-0.4	-2	-13	-7	3	2	0
O=C(COC(=O)Cc1ccc(Cl)cc1)NCc1cccs1	13	-14	8	2	1.2	1	-10	4	.	9	-18
COc1ccc(C(=O)CSc2nnc(NC(=O)C3CC(=O)N(c4ccccc4C)C3)s2)cc1 (configuration not stated)	15	-10	-2	1	2.8	13	-25	8	4	3	2
Cc1nc2ccc(S(=O)(=O)NC(C(=O)Nc3nccs3)C(C)C)cc2s1 (configuration not stated)	3	10	-9	-2	0.1	-1	1	-9	0	1	0
COc1ccccc1N1CCN(C(=O)CCc2ccc(S(=O)(=O)NCC(C)C)cc2)CC1	-1	13	-13	10	-1.5	12	13	3	-3	0	-8
CC(C(=O)Nc1ccc(N(C)C)cc1)N1C(=O)c2ccccc2S1(=O)=O (configuration not stated)	4	-35	-3	0	1.1	5	-12	-1	-2	-12	2
O=C(N[C@H]1CCCCNC1=O)c1cc(COc2ccc(F)cc2F)on1	12	-67	-34	6	-0.4	7	-23	-6	3	-64	4
C[C@@H](NC(=O)c1nc[nH]c1C(=O)N1CCc2ccccc2C1)c1ccccc1	-4	13	-14	12	-0.4	2	-4	1	1	4	23
Cc1cccc(N2C(=O)C3CCCN3C2=S)c1C (configuration not stated)	14	-6	-1	-5	-0.6	5	3	0	4	7	-2
O=C(c1ccc(-n2cccc2)cc1)N1CCOCC1	-7	-1	5	18	-3.5	-10	-11	-7	-3	-1	3
COc1cc(NC(=O)c2cc(-c3ccco3)on2)c(OC)cc1Cl	-9	10	-11	12	1.5	23	3	-7	-5	-1	-21
COc1ccccc1C#Cc1cnc2c(c1)C(=O)N([C@H](C)CO)C[C@@H](C)[C@@H](CN(C)C(=O)c1ccc3c(c1)OCO3)O2	1	-7	-3	-7	-0.2	.	-8	2	.	10	9
C=C1c2ccccc2NC(=S)N1Cc1ccc2c(c1)OCO2	11	-191	-93	-15	-1.2	-14	-20	-14	6	-191	4
OC1CCN(C(=S)Nc2ccc(Nc3ccccc3)cc2)CC1	11	-38	-89	-26	-1.6	-25	-14	-6	-5	-87	9

By substructure: the entries above containing a thiophene ring, fused or not (two)
SMILES	KKLEB cytotox	Peg3 promoter	NR2E3 ag-1	CF NFkB inh	hiPSC survival	TRPM1 prom inh	Shn3 3UTR inh	LMP1 NFkB inh	NR2E3 ag-2	HIF-2a block	TRAIL sens C8
CC(C)C(O)C1CCN(Cc2nc(-c3cccs3)no2)CC1 (configuration not stated)	8	-194	-27	-2	-0.3	-47	-26	-26	4	-172	-16
O=C(COC(=O)Cc1ccc(Cl)cc1)NCc1cccs1	13	-14	8	2	1.2	1	-10	4	.	9	-18

The list goes on.
SMILES	KKLEB cytotox	Peg3 promoter	NR2E3 ag-1	CF NFkB inh	hiPSC survival	TRPM1 prom inh	Shn3 3UTR inh	LMP1 NFkB inh	NR2E3 ag-2	HIF-2a block	TRAIL sens C8
Cc1cc(C)c2c(=O)[nH]cnc2n1	1	6	-17	-6	2.8	13	11	-3	5	15	2
CN(Cc1c(C(=O)N2CCc3ccccc3C2)nc2ccc(Cl)cn12)C(C1CC1)C1CC1	10	7	-26	2	1.9	-6	10	3	-3	11	-3
CN1CCN(c2nc3c(c(=O)[nH]c(=O)n3C)n2CC(N)=O)CC1	-3	13	-8	-7	-1.2	0	0	-17	2	-10	1
COc1ccc(C2Nc3ccccc3C(=O)N2NS(=O)(=O)c2ccc(C)cc2)cc1 (configuration not stated)	-6	14	-19	8	-1.1	-19	17	-8	2	-85	8
COc1cc(CNc2ncnc3c2ncn3[C@H]2CN(CCN3CCOCC3)C[C@@H](CO)O2)cc(OC)c1OC	0	0	9	-4	-1.5	.	-39	.	.	4	-3
CCOC(=O)C1CCN(C(=O)C2CCN(S(=O)(=O)c3cc(Cl)ccc3OCC)CC2)CC1	3	22	-11	-1	0.3	-9	22	9	3	10	-3
CC1CCN(C(=O)c2cc3c(=O)n4ccccc4nc3s2)CC1	11	-153	-88	13	0.8	-23	-20	-12	0	-129	14
Cc1cc(C)c2c(n1)SCC(=O)N2CC(=O)Nc1c(C)cccc1C	20	5	-7	-5	-1.4	5	-9	-4	1	7	5
CCC1(CC)Cc2ccccc2-c2nc(NN)[nH]c(=O)c21	2	13	3	-9	-0.2	3	9	-3	-1	16	-4
Cc1nc(-c2ccccc2)sc1C(=O)NN	-2	12	12	-1	-1.8	15	-1	6	4	5	-2
COc1cc(/C=N/NC(=O)c2cccnc2)ccc1OCC(=O)N1CCOCC1	-1	8	-10	9	0.3	-7	-10	-5	2	13	-13
CCCC(=O)NC(C)c1nc2ccccc2[nH]1 (configuration not stated)	-5	10	8	8	-2.0	.	4	-7	-1	12	2
Cc1cc(OCC(=O)NCCCN2CCCC2=O)c2c(C)cc(=O)oc2c1	-5	-18	-18	-14	-0.4	3	-3	3	1	-2	-2
CC(=O)COc1ccc2c(-c3cccc([N+](=O)[O-])c3)cc(=O)oc2c1	4	-4	0	-16	0.6	9	-9	-3	-3	11	-12
COc1ccc(Cn2nc(C)cc2C)cc1OC	-15	15	-30	18	-2.4	-5	5	3	-1	3	-12
CCC(=O)Nc1cc2c(cc1Cl)-c1ccccc1C2	-9	-254	-56	-2	1.8	-9	-37	-26	.	-173	-20
CCn1c(=O)c2cc(C(=O)Nc3cccc(C(C)=O)c3)sc2c2ccccc21	-25	-10	4	4	0.6	9	67	-17	-2	8	-6
CC(C)CSc1nc2c(=O)[nH][nH]c(=O)c2n1Cc1ccccc1	1	11	-5	4	3.4	9	-8	-1	-2	17	-9
O=C(COc1ccccc1)N1CCN=C1SCc1cccnc1	2	24	-5	2	1.7	9	-3	-1	-1	7	-2
O=C1c2ccsc2SCCN1Cc1ccc(F)cc1	-32	10	-16	16	-0.2	-12	-5	-2	-1	22	17
CC(c1ccccc1)N1C(=O)NC(NC(=O)c2cccnc2)(C(F)(F)F)C1=O (configuration not stated)	-8	11	-6	16	-0.9	-10	-1	-1	0	27	-9
O=C1OCc2ccc(NC(=O)c3ccccc3C(=O)O)cc21	8	0	-8	-5	-0.3	-9	-4	-2	0	8	4
CCOC(=O)c1ccc(-c2c(-c3ccccc3OC)sc3cc4c(cc23)OCO4)cc1F	-14	-23	8	12	8.9	8	12	-2	3	-57	16
O=Cc1cn(CC(=O)Nc2ccc3c(c2)OCO3)c2ccccc12	-4	6	-30	7	-2.5	14	72	17	-4	16	24
O=C(c1ccc([N+](=O)[O-])cc1)N1CCc2ccccc2C1	0	-4	-27	-12	-0.9	0	5	3	-1	-18	-5
COc1ccc(OCC(=O)Nc2c3c(nn2-c2ccccc2)CS(=O)(=O)C3)cc1	7	14	7	-2	-0.5	-4	-6	3	5	5	0
COC(=O)c1ccc2c(=O)n(CCCCCC(=O)NCCNC(C)=O)c(=O)[nH]c2c1	3	17	10	-2	0.2	0	-13	-3	-1	17	-12

An excerpt; count on the stated rates, not on these rows.
